Assay outcomes from PubChem.
HT1080-NT tox – qHTS for induction of synthetic lethality in tumor cells producing 2HG: qHTS for the HT-1080-NT fibrosarcoma cell line; AID 686970, 2013; HT-1080-NT fibrosarcoma viability, CellTiter-Glo ATP luminescence, 48 h; 360,000 tested, 1.6% active; Potency, µM (doses to about 46.1 µM), for the others: top-dose activity, negative = less viability, usual class: cytotoxic;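 also: NT is the 2HG producing partner of a matched IDH1 knockdown line; potency is read from the fitted curve at half-maximal effect; 0% = DMSO-treated cells and -100% = media-only wells without cells; nearly all actives have a fitted effect of over 55% in size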
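HT-1080-NT; 750 cells/well; 5% FBS RPMI; 48 h compound, 37 degrees C; CellTiter-Glo luminescence; curve fitting and curve-class assignment.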
GLP1R ag – qHTS of GLP-1 Receptor Agonists | 380,000 tested, 0.007% active | HEK293 GLP-1R CRE-luciferase, luminescence, 4-6 h; cells express a hypersensitive GLP-1R form | Potency, µM (series often up to 45.6 µM), without a hit: top-dose activation, actives largely listed as activators | Glucagon-like peptide 1 receptor (Homo sapiens), P43220; also: potency is read from the fitted curve at half-maximal effect; % of control where 0% means no effect
Target sequence (P43220 whole entry, looked up): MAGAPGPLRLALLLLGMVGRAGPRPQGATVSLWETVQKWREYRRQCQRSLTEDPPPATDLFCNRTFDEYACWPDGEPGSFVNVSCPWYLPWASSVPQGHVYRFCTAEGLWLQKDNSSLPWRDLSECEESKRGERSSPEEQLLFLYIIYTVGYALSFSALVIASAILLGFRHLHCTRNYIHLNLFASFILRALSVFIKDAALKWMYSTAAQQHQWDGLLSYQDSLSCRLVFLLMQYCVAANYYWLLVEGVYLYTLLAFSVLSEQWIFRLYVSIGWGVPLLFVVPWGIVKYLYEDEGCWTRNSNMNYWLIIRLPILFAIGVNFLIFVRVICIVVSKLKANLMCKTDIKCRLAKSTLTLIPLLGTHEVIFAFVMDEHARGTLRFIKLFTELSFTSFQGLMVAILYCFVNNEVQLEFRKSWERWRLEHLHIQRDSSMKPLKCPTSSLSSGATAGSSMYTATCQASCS
KB-3-1 cytotox – qHTS assay for MDR1-selective chemotherapeutics: Primary screen using the parental adenocarcinoma cell KB-3-1. KB-3-1 viability, CellTiter-Glo ATP luminescence, 72 h. Potency, µM (top dose mostly 46.1 µM), inactives show top-dose activity change, negative = cytotoxic, actives largely listed as cytotoxic. 400,000 tested, 1.4% active; also: potency is read from the fitted curve at half-maximal effect; % is scaled to controls: 0 for no effect and ±100 for the full control effect; nearly all actives have a fitted effect of over 60% in size
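Screening of KB-3-1 cells (DMEM, 10% FBS, phenol-red free) ran from lowest to highest compound concentration; after 72 h at 37 °C viability was read luminescently and curves fitted.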
HT1080 IDH1KD tx – qHTS for induction of synthetic lethality in tumor cells producing 2HG: qHTS for the HT-1080-IDH1KD cell line; HT-1080 IDH1 knockdown viability, ATP luminescence, 48 h; Potency, µM (highest dose often 46.1 µM), for the others: at the highest dose activity, negative = toxicity, hits mostly cytotoxic; 360,000 tested, 2% active; AID 686971, 2013;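 also: potency is read from the fitted curve at half-maximal effect; 0% = DMSO wells and -100% = cell-free medium wells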
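Using the IDH1-knockdown HT-1080 line run in the same batch and compound series as the NT line, viability after 48 h at 37 °C was determined by CellTiter-Glo luminescence and expressed as % activity.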
SW480 rereplic – A quantitative high throughput screen for small molecules that induce DNA re-replication in SW480 colon adenocarcinoma cells | SW480 DNA re-replication, Hoechst DNA content imaging, 48 h | Potency, µM (doses to about 46.1 µM), for inactives: at the top dose re-replication activation, actives largely listed as activators | 340,000 tested, 1.8% active | AID 624297, 2012; also: potency is read from the fitted curve at half-maximal effect; % of control where 0% means no effect; nearly all actives have a fitted effect of over 55% in size
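Hoechst fluorescence of nuclei (405 nm excitation, 500-530 nm emission) measured by plate-scanning imager after 48 hr compound exposure at 37 C; re-replication scored as increased number of nuclei with elevated intensity.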
DRD3 agonist – qHTS of D3 Dopamine Receptor Agonist: qHTS | D3R DiscoveRx beta-arrestin cells, luminescence, 90 min | max activation, % | 410,000 tested, 0.58% active | AID 652048, 2013; in the data active = max activation above about 30%; also: 0% is about no effect; mostly tested at two doses, the higher about 12 µM
Target sequence (P35462 whole entry, looked up): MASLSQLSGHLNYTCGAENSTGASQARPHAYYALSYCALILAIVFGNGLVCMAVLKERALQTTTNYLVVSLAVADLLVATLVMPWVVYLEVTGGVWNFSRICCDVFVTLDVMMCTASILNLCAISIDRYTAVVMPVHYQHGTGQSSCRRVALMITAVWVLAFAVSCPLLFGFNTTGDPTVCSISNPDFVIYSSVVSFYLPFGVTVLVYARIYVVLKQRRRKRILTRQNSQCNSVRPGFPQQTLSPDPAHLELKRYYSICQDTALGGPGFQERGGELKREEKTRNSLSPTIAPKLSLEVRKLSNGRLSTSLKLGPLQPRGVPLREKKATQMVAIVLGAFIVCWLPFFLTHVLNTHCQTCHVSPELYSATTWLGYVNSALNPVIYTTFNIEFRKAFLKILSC
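Agonist mode: compounds and dopamine controls were applied to plated cells for 90 min at 37 degrees C after an overnight attachment at 1500 cells/well. Luminescent read-out followed 30 - 60 minutes at room temperature with DiscoveRx detection reagent.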
IL-1B inflam inh – qHTS for Inhibitors of Inflammasome Signaling: IL-1-beta AlphaLISA Primary Screen | THP-1 LPS/ATP IL-1B secretion, AlphaLISA, 16 h; stronger effect = lower value | activity change, % at 57.5 µM | 360,000 tested, 4.7% active | AID 743279, 2014; in the data active = activity change below about -50%; inconclusive = mostly about -30% to -49%; also: % is scaled to controls: 0 for no effect and ±100 for the full control effect
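Secreted IL-1B measured by AlphaLISA bead assay after 16 h compound exposure of THP-1 cells; compounds (final up to 57.5 uM) added 1 h before LPS (250 ng/mL) and ATP (1.25 mM) stimulation; lower signal means less secretion.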
KB-V1 cytotox – qHTS assay for MDR1-selective chemotherapeutics: Primary screen using the drug-selected MDR subline cells KB-V1 | KB-V1 MDR cells viability, CellTiter-Glo, 72 h | Potency, µM (doses to about 46.1 µM), for the others: top-dose activity change, negative = cytotoxicity, hits mostly cytotoxic | 400,000 tested, 3.4% active | AID 1347076, 2019; also: potency is read from the fitted curve at half-maximal effect; % is scaled to controls: 0 for no effect and ±100 for the full control effect; nearly all actives have a fitted effect of over 60% in size
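Readout: CellTiter-Glo luminescence, 10 min after addition. Cells: KB-V1 MDR subline, 72 h at 37 degrees C with compound. Analysis: corrected, normalized data fitted to concentration-effect curves.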
D3 antag – qHTS of D3 Dopamine Receptor Antagonist: qHTS. max response, negative = inhibition, %. D(3) dopamine receptor (Homo sapiens), P35462. AID 652054, 2013. 360,000 tested, 2.5% active. D3R cells, DiscoveRx beta-arrestin luminescence, antagonist mode; stronger effect = lower value; in the data active = max response below about -50%; inconclusive = no clear call, values can overlap the other calls; also: % is scaled to controls: 0 for no effect and ±100 for the full control effect; mostly tested at two doses, the higher about 12 µM
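Cells plated overnight at 1500 cells/well, then exposed to library compounds with dopamine controls for 90 minutes at 37 degrees C. DiscoveRx reagent added for 30–60 minutes at room temperature; luminescence read, quantitative HTS format.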
* hit, by the source's call; ? = inconclusive; / = not tested or not shown; [ ] = dose if it differs, or a comment. Unless noted, calls follow the shape of the dose curve; as a rule, active = well fitted curve in the direction sought with a large enough effect; inconclusive = small, poorly fitted or top-dose-only effect, or another doubt; inactive = no such curve, though single readings can be large; an effect the other way counts as inactive or inconclusive.

Start of the data: the first 2 records, to show the layout:
SMILES	HT1080-NT tox	GLP1R ag	KB-3-1 cytotox	HT1080 IDH1KD tx	SW480 rereplic	DRD3 agonist	IL-1B inflam inh	KB-V1 cytotox	D3 antag
COc1ccccc1NC(=O)C(NC(=O)OC(C)(C)C)C(C)OCc1ccccc1 (centres undefined)	11%[9.24 µM]	-13%	-19%	-30%	23%	3	-13	-24%	21
CN(C(=O)c1cccc(N2C(=O)C3C4C=CC(C4)C3C2=O)c1)C1CCCCC1 (centres undefined)	13%	-1%	9%	16%	3%	-2	39	-11%	5

The whole of this part, repeating the preview:
SMILES	HT1080-NT tox	GLP1R ag	KB-3-1 cytotox	HT1080 IDH1KD tx	SW480 rereplic	DRD3 agonist	IL-1B inflam inh	KB-V1 cytotox	D3 antag
COc1ccccc1NC(=O)C(NC(=O)OC(C)(C)C)C(C)OCc1ccccc1 (centres undefined)	11%[9.24 µM]	-13%	-19%	-30%	23%	3	-13	-24%	21
CN(C(=O)c1cccc(N2C(=O)C3C4C=CC(C4)C3C2=O)c1)C1CCCCC1 (centres undefined)	13%	-1%	9%	16%	3%	-2	39	-11%	5
CCOc1cc(NS(=O)(=O)CC)c(OCC)cc1NC(=O)c1ccco1	0%	6%	17%	-5%	-8%	1	11	?	22
Cc1ccc(S(=O)(=O)NCC2CCC(C(=O)NCCCOC(C)C)CC2)cc1 (centres undefined)	/	/	9%	/	11%	-11	/	-5%	/
CCCN(Cc1cc2cc(OC)ccc2[nH]c1=O)C(=O)c1ccncc1	?	-1%	?	?	?	6	48	14%	47
Cc1cc(=O)[nH]c(Nc2ccccc2C)n1	6%	0%	10%	11%	1%	-1	35	2%	7
CCN(CC)CCOCCn1c(C)ccc1C	0%	2%	-6%	1%	?	0	-13	25%	4
COc1cc2nc(Cl)nc(N3CCOCC3)c2cc1OC	-5%	7%	-9%	-11%	-8%	5	-3	?	-6
Cc1cc(NC(=O)c2ccccc2)n(C)n1	16%	1%	8%	17%	2%	4	0	0%	22
Cc1c(Cl)cccc1NC(=O)CCN1CCCCCC1	-2%	-3%	-4%	-6%	2%	-7	-27	-2%	-24
COC(=O)c1ccc(COc2ccc(/C=C(\C#N)c3nc4ccccc4[nH]3)cc2OC)o1	0%	-1%	11%	3%	5%	7	0	?	79
Cc1nc(NCC2CCCO2)[nH]c(=O)c1CCC(C)C (centres undefined)	1%	1%	3%	-4%	?	-2	26	0%	-12
N#CCSc1nc2ccccc2c(=O)n1CC1CCCC1	0%	?	-4%	0%	-2%	1	-3	0%	15
O=S(=O)(c1ccccc1)c1nc(-c2ccccc2Cl)oc1NCCN1CCOCC1	1%	10%	6%	5%	9%	-14	-17	0%	-22
CC(C)c1ccc(NC2CCCN(C(=O)c3ccsc3)C2)cc1 (centres undefined)	-6%	-1%	-17%	2%	8%	0	?	?	-2
CCOC(=O)c1cccc(NC(=O)c2ccco2)c1	4%	-3%	8%	10%	0%	-1	-12	?	-15
C/C(=N\Nc1ccc(Cl)c(C(=O)O)c1)c1cccs1	9%	-4%	0%	0%	-3%	6	-7	?	-10
CC(C)c1ccc(-c2nc(N3CCCCCC3)nc3n[nH]c(N)c23)cc1	7%	5%	3%	8%	3%	0	-12	-4%	-1
CCN(C(=O)CSc1nnc(COc2ccccc2F)n1N)C1CCS(=O)(=O)C1 (centres undefined)	4%	-5%	-4%	28%	1%	3	6	-1%	13
O=C1CC(Cc2ccc(Cl)cc2)C(=O)N1c1ccccn1 (centres undefined)	2%	-20%	-4%	0%	6%	-2	17	19%	-6
CN(C)C(=O)COc1ccc(C(=O)/C=C/c2cccnc2)cc1	?	-3%	?	?	?	-6	-101*	-24%	-12
CC(=NNC(N)=O)C1CC2CCC1CC2 (centres undefined)	0%	3%	-7%	1%	/	-1	-6	-4%	17
CC1CCCCN1S(=O)(=O)c1ccc2c(c1)C(C)(C)C(=O)N2C (centres undefined)	4%	14%	-10%	9%	-4%	4	-5	-3%	-21
O=C(c1ccccc1)n1c(=O)cc[nH]c1=O	5%	2%	12%	0%	-5%	-18	0	?	-5
CCCCCCCC(=O)N/N=C/c1ccncc1	22%	12%	-3%	-1%	?	-1	14	?	-1

Arranged by count of non-hydrogen atoms (lowest first): 6 of the compounds above
SMILES	HT1080-NT tox	GLP1R ag	KB-3-1 cytotox	HT1080 IDH1KD tx	SW480 rereplic	DRD3 agonist	IL-1B inflam inh	KB-V1 cytotox	D3 antag
CCN(CC)CCOCCn1c(C)ccc1C	0%	2%	-6%	1%	?	0	-13	25%	4
Cc1c(Cl)cccc1NC(=O)CCN1CCCCCC1	-2%	-3%	-4%	-6%	2%	-7	-27	-2%	-24
N#CCSc1nc2ccccc2c(=O)n1CC1CCCC1	0%	?	-4%	0%	-2%	1	-3	0%	15
CC(C)c1ccc(NC2CCCN(C(=O)c3ccsc3)C2)cc1 (centres undefined)	-6%	-1%	-17%	2%	8%	0	?	?	-2
CN(C(=O)c1cccc(N2C(=O)C3C4C=CC(C4)C3C2=O)c1)C1CCCCC1 (centres undefined)	13%	-1%	9%	16%	3%	-2	39	-11%	5
COC(=O)c1ccc(COc2ccc(/C=C(\C#N)c3nc4ccccc4[nH]3)cc2OC)o1	0%	-1%	11%	3%	5%	7	0	?	79

The list goes on.
SMILES	HT1080-NT tox	GLP1R ag	KB-3-1 cytotox	HT1080 IDH1KD tx	SW480 rereplic	DRD3 agonist	IL-1B inflam inh	KB-V1 cytotox	D3 antag
CC(C)(C)OC(=O)C[C@@H]1C/C=C\C[C@@H](CC(=O)N[C@@H](CO)Cc2ccccc2)C(=O)N2CCC[C@@H]2COC1=O	-2%	-5%	1%	0%	-1%	2	-26	-6%	30
O=C1c2ccc(Cl)cc2S(=O)(=O)c2cccc(C(=O)N3CCN(c4ncc(Br)cn4)CC3)c21	10%	3%	0%	17%	0%	-16	?	8%	-11
O=C(O)c1cc(S(=O)(=O)N(Cc2ccccc2)c2ccccc2Cl)ccc1Cl	9%	-5%	-12%	0%	-13%	2	21	11%	12
CCOC(=O)c1ccc(NC(=O)CN2C(=O)CCC2=O)cc1	10%	-2%	8%	0%[9.24 µM]	-3%	9	8	1%	-25
CC(=O)N1[C@H](C)C=C[C@]1(Cc1ccccc1)C(=O)NCc1cc(F)cc(C(F)(F)F)c1	1%	8%	0%	0%	-4%	15	54	-12%	6
Cc1c(C)c2ccc(OCC(=O)N(C)C3CCS(=O)(=O)C3)c(C)c2oc1=O (centres undefined)	-1%	-2%	-5%	-17%	0%	4	-29	-26%	-3
CC(=O)N1CCc2cc(S(=O)(=O)NC(C(=O)NC(C)c3ccccc3)C(C)C)ccc21 (centres undefined)	2%	-5%	-1%	-1%	-9%	-3	50	?	-6
Cc1cc(CNC(=O)C2CCC(=O)N(CCc3cccc(F)c3)C2)nn1C (centres undefined)	-3%	-3%	7%	-1%	1%	-4	1	5%	-4
c1ccc(COCCN2CCN(CCOCc3ccccc3)CC2)cc1	-2%	24%	-1%	0%	-2%	5	-3	23µM*	-69*
COc1ccc(-c2cc(C(F)(F)F)nc(N3CCN(C)CC3)n2)cc1	?	6%	?	?	-3%	1	-65*	12µM*	-66*
COc1ccc(S(=O)(=O)N(C)c2ccc(C(=O)N3CCCCC3)cc2)cc1OC	-11%	22%	-16%	-6%	2%	9	46	?	14
CC1CCN(C(=O)COC(=O)Cc2c[nH]c3ccccc23)CC1	-5%	4%	/	0%	-3%	-13	8	/	0
CNC(=O)CN(CCc1ccccc1)S(=O)(=O)c1ccc(OC)cc1	2%	5%	17%	13%	0%	3	5	-11%	5
Cn1c(=O)n(CC(=O)NCC2CCCO2)c(=O)c2c3c(sc21)COC(C)(C)C3 (centres undefined)	1%	2%	5%	15%	1%	0	-2	0%	-1
O=C(Nc1ccccc1)C1=C(O)CC(c2ccoc2)CC1=Nc1ccccc1 (centres undefined)	-13%	2%	1%	2%[9.24 µM]	28%	-8	6	3%	-12
CC1CCCCC1NS(=O)(=O)CCNC(=O)c1ccccc1 (centres undefined)	-4%	7%	2%	-3%	-3%	-2	-1	21µM*	-22
Cc1cc(C)cc(NC(=O)C(OC(=O)Cn2cnc3c2c(=O)n(C)c(=O)n3C)c2ccccc2)c1 (centres undefined)	-2%	-2%	-4%	0%	-4%	1	1	-12%	-12
CC(C)OC(=O)CN1C(=O)S/C(=C/c2ccc(N3CCCCC3)o2)C1=O	?	-1%	1%	11µM*	?	2	-104*	-17%	-22
CNS(=O)(=O)c1cccc(C(=O)OCC(=O)Nc2ccc(-c3nc4ccc(C)cc4s3)cc2)c1	-20%	8%	-16%	-4%	-5%	6	13	-9%	11
Nc1nc(CCl)nc(Nc2ccccc2)n1	3.3µM*	1%	?	?	6.5µM*	3	-95*	?	-11
CCOc1cc(N2CCOCC2)c(OCC)cc1NC(=O)CN1C(=O)NC(Cc2ccccc2)C1=O (centres undefined)	14%	0%	12%	14%	-7%	-5	-1	19%	5
COC(=O)Cn1ncc2c3ccccc3n(Cc3ccccc3)c2c1=O	-8%	0%	-12%	-17%	0%	0	15	23µM*	-7
O=C(CCCCCn1c(=O)[nH]c2ccccc2c1=O)NCCCN1CCN(c2ccccc2F)CC1	1%	6%	-13%	-7%	-15%	13	?	?	?
O=C(c1ccc(Br)o1)N1CCCc2ccccc21	14%	9%	-1%	11%	-4%	1	-16	-1%	-3
O=C(c1cc(-c2ccc(Cl)cc2)n(-c2cc(Cl)ccc2Cl)n1)N1CCOCC1	-3%	2%	-3%	-2%	-6%	-1	17	-1%	9
